# MrgX1 allo act – positive allosteric modulators of MrgX1, primary screen, HEK293 cells, Fluo-4 calcium flux | FDSS; hits give high values | B-score at 10 µM | AID 588675, 2011 | actives 0.63% (n = 310,000) | Mas-related G-protein coupled receptor member X1 (Homo sapiens), Q96LB2;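 active means plate-corrected calcium response at least 3 library SD above typical, normal starting fluorescence, not activating the receptor alone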;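 further: compound read alongside a low EC10 to EC30 dose of BAM8-22 agonist; peak minus trough fluorescence over baseline measured at the second addition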
# TRPC4 inh – inhibitors of mouse TRPC4 channel, primary screen, Fluo4 calcium, HEK293 TRPC4beta/mu-opioid cells | Short transient receptor potential channel 4 (Mus musculus), Q9QUQ5 | DAMGO-evoked Fluo4 calcium flux; hits give low values | B-score at 10 µM | actives 0.39% (n = 300,000);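 active means B-score over 3 SD under the library average, no early fluorescence shift, positive overall ratio signal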
#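 System: stable TRPC4beta/mu-opioid receptor HEK293 cells; Dosing: single-point compound dosing; Measured by: Fluo4 Ca2+ flux fluorescence; Read-out basis: per-well B score of integrated baseline-normalized Fluo4 ratio.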
# RGS4 block – RGS4 inhibitors, primary screen, cell-based, HEK293 M3R inducible RGS4, calcium flux; B-score at 10 µM; Fluo-4 calcium flux; hits give high values; triggered by carbachol at its EC20; actives 0.45% (n = 310,000); Regulator of G-protein signaling 4 (Homo sapiens), P49798; AID 463165, 2010;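 active means B-score, a plate-corrected calcium signal, over three deviations above library mean, with baseline fluorescence within five deviations of library mean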;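 further: RGS4 expression induced by doxycycline in cells with stable M3 receptor; B-score is computed from the integrated fluorescence ratio over baseline after carbachol; higher B-score means a larger calcium signal and so more RGS4 inhibition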
# Target sequence (P49798 whole entry, looked up): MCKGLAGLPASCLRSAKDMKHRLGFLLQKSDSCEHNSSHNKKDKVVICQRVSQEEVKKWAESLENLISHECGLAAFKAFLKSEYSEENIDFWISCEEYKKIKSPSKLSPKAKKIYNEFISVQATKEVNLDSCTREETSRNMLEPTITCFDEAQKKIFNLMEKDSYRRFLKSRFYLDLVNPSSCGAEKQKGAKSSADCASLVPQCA
# RGS4 act – RGS4 potentiators or activators, primary screen, cell-based, HEK293 M3R inducible RGS4, calcium flux. carbachol calcium flux Fluo4; hits give low values. B-score at 10 µM. actives 0.92% (n = 310,000). AID 463111, 2010;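 active means B-score of the integrated calcium signal more than 4 SD below the library mean, with starting fluorescence not abnormally high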;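 further: negative B-score means reduced calcium response which marks RGS4 activation or potentiation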
#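 Material: Inducible-RGS4 HEK293 cells carrying M3 receptor; also added: carbachol at ECmax as muscarinic agonist stimulus; incubation: compound preincubation 20 min at room temperature before agonist; signal: Fluo4-AM (2 µM) calcium-flux fluorescence, kinetic read; measure: integrated calcium ratio converted to B score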
# MrgX1 antag – antagonists of human MrgX1 receptor, primary screen, HEK293 cells, Fluo-4 calcium flux; BAM8-22 antagonism; hits give low values; B-score at 10 µM; actives 1.3% (n = 310,000); Mas-related G-protein coupled receptor member X1 (Homo sapiens), Q96LB2;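 active means calcium-response B-score plate-corrected more than 3 library SD below zero, starting fluorescence within 5 deviations, no agonist response on first addition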;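 further: peak minus trough fluorescence over baseline after final BAM8-22 challenge near maximal dose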
# TRPC6 inh – mouse TRPC6 channel inhibitors, primary screen, cell-based, HEK293, membrane potential dye; Short transient receptor potential channel 6 (Mus musculus), Q61143; ACh-evoked depolarization; hits give low values; B-score at 10 µM; actives 1.1% (n = 310,000); AID 2553, 2010;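 active means B-score under library mean minus 3 SD, initial fluorescence not abnormally high, positive integrated signal ratio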;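 further: B-score derived from integrated fluorescence ratio over the kinetic read; more negative B-score means stronger inhibition of depolarization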
# Target sequence (Q61143 whole entry, looked up): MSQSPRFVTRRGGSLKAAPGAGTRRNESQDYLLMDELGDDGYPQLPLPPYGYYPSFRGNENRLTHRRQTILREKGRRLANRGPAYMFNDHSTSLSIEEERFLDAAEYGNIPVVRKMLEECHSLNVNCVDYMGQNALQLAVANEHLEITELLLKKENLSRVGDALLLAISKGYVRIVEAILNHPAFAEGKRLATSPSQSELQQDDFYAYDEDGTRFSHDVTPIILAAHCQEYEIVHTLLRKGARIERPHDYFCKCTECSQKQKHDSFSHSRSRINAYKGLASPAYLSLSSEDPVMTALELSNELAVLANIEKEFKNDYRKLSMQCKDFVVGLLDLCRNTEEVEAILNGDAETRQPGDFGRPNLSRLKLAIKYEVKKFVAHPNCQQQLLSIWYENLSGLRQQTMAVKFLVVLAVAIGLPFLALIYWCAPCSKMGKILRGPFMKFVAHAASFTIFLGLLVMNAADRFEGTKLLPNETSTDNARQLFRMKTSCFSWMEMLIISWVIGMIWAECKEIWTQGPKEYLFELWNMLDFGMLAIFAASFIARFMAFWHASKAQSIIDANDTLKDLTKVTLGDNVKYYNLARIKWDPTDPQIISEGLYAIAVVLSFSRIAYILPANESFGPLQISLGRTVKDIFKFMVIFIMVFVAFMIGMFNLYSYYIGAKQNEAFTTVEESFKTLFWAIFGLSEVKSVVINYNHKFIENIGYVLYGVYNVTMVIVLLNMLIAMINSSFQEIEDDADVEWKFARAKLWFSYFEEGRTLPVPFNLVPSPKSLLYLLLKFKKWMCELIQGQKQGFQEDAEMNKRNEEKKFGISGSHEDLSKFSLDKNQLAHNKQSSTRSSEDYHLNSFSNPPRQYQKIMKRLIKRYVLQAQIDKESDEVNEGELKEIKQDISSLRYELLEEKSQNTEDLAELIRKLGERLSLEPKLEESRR
# TRPC6 act – mouse TRPC6 channel activators, primary screen, cell-based, HEK293, membrane potential dye; Short transient receptor potential channel 6 (Mus musculus), Q61143; HEK293-TRPC6 membrane potential dye fluorescence; hits give high values; B-score at 10 µM; actives 0.13% (n = 310,000); AID 2550, 2010;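 active means B-score of the integrated fluorescence ratio above library mean plus 3 SD, and starting fluorescence ratio within library mean plus 5 SD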;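 further: higher score means more depolarization so channel activation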
# Platelet DG rel – inhibitors of platelet dense granule secretion, primary screen, cell-based, MLPCN, human platelets | AID 1663, 2009 | actives 0.22% (n = 300,000) | inhibition, %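 (compounds screened at 7.5 µM in platelet-rich plasma)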 | human platelet-rich plasma, SFLLRN dense granule ATP release, luminescence;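 active means mean replicate score, as percent of positive control, at or above 50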
# MrgX1 agonist – agonists of human MrgX1 receptor, primary screen, HEK293 cells, Fluo-4 calcium flux | AID 588627, 2011 | Fluo-4 calcium fluorescence, agonist mode; hits give high values | actives 0.44% (n = 310,000) | B-score at 10 µM | Mas-related G-protein coupled receptor member X1 (Homo sapiens), Q96LB2;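 active means calcium response B-score plate-corrected fluorescence ratio at least 3 library SD, with starting fluorescence B-score inside 5 SD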
#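 System – MrgX1-expressing HEK293 cells · Incubation – cells plated overnight, dye loaded 0.5 h 37 °C, 0.5 h room temperature · Technique – kinetic Fluo-4 NW fluorescence of intracellular calcium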
# SKKanGAS inh – S. pyogenes SKKanGAS growth inhibitors in kanamycin, primary screen, streptokinase expression inhibitor project, SKKanGAS strain, BacTiter-Glo luminescence; 6 h; inhibition, % at 7.5 µM; actives 1.3% (n = 300,000); AID 1662, 2009;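 active means mean replicate score, as percent of positive control median, at least 50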;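 further: strain carries kanamycin resistance gene driven by streptokinase promoter and grows in 40 µg/ml kanamycin; loss of luminescence reflects streptokinase promoter inhibition or plain growth inhibition; 0% = median of DMSO wells and 100% = positive control at its reference dose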
# HIF activator – HIF pathway transcriptional activators, primary screen, cell-based, U2OS HRE-luciferase, luminescence | U2OS HRE-luciferase reporter; normalized: DMSO 0%, desferrioxamine 100% | activation, % at 7.5 µM (by protocol) | actives 0.32% (n = 300,000);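 active means mean activation of at least 10% of the iron chelator positive control signal, with at least half of replicates also reaching 10%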
# * hit, by the source's call; i = inactive. A portion of the library. The share of hits here may be higher or lower than overall.
# Value order – Platelet DG rel	MrgX1 agonist	RGS4 block	SKKanGAS inh	HIF activator	TRPC6 inh	RGS4 act	MrgX1 allo act	TRPC4 inh	TRPC6 act	MrgX1 antag
1. CC(=NCC1CCCO1)c1c(O)n(Cc2ccccc2)c(=O)[nH]c1=O (stereo not drawn)
→ 10	i	i	-3	1.6	i	i	i	i	i	i
2. CCC(=O)c1cn(Cc2ccccc2)c2ccccc12
→ 3	i	i	12	0.0	i	i	i	i	i	i
3. Cc1cccc(CN2CCCC(C(=O)c3cccc(OC(C)C)c3)C2)n1 (stereo not drawn)
→ -1	i	i	1	-0.4	i	i	i	i	i	i
4. Cc1cccnc1NC1=NCC(C)S1 (stereo not drawn)
→ 10	i	i	-5	-0.2	i	i	i	i	i	i
5. CC(C(=O)O)N(C(=O)c1ccccc1)c1ccc(F)c(Cl)c1 (stereo not drawn)
→ 4	i	i	-3	0.3	i	i	i	i	i	i
6. CCOP(=O)(OCC)C(NC(C)=O)C(Cl)(Cl)Cl (stereo not drawn)
→ 0	i	i	-4	-0.2	i	i	i	i	i	i
7. CC(C)(C)n1cc(C(=O)c2ccccc2)cc1-c1ccccc1
→ 8	i	i	22	-0.9	i	i	i	i	i	i
8. Clc1cccc(CN2CCCCC2c2cccnc2)c1 (stereo not drawn)
→ -1	i	i	-3	-0.5	i	i	i	i	i	i
9. COc1ccc(CC2(CCc3ccncc3)C(=O)NC(=O)NC2=O)cc1
→ -5	i	i	-10	-0.8	i	i	i	i	i	i
10. COc1cc(OC)c(OC)cc1CNCCc1cccc(F)c1
→ 1	i	i	0	-0.8	i	i	i	i	i	i
11. CCOC(=O)C1(CCOc2ccccc2)CCN(C2Cc3ccccc3C2)CC1
→ -3	i	i	5	-0.9	i	i	i	i	i	i
12. CCOC(=O)C(O)(c1ccc(N(CC)C(=O)COc2ccccc2)cc1)C(F)(F)F (stereo not drawn)
→ 6	i	i	3	-0.6	-5*	i	i	i	i	i
13. Cc1ccc(NP(=O)(c2ccccc2)c2nc3ccccc3s2)cc1 (stereo not drawn)
→ -1	i	i	9	2.5	i	i	i	i	i	i
14. CCCCn1c(=O)c(C(=O)Nc2ncccc2C)c(O)c2ccccc21
→ 2	35*	i	107*	0.3	i	-9.5*	i	i	i	i
15. Cc1ccc(-n2c(/C=C/c3ccc4c(c3)OCO4)nc3ccccc3c2=O)cc1
→ 4	i	i	3	-0.3	i	i	i	i	i	i
16. CCOP(=O)(OCC)C(NC(=O)c1ccccc1C)C(Cl)(Cl)Cl (stereo not drawn)
→ -13	i	i	5	0.2	i	i	i	i	i	i
17. O=c1c2ccccc2nc(-c2ccccc2)n1-c1ccncc1
→ 1	i	i	5	0.2	i	i	i	i	i	i
18. O=C1NC(=O)N(c2ccccc2)C(=O)/C1=C/C=C/c1ccco1
→ 9	i	i	-4	1.7	i	i	i	i	i	i
19. O=C(c1ccc(N2CC3CC(C2)c2cccc(=O)n2C3)c([N+](=O)[O-])c1)N1CCCCC1 (stereo not drawn)
→ -2	i	i	-6	-0.2	i	i	i	i	i	i
20. Fc1ccc(C2NCCc3[nH]cnc32)cc1 (stereo not drawn)
→ 11	i	i	0	-0.2	i	i	i	i	i	i
21. c1ccc(CNC2=NCCS2)cc1
→ 12	i	i	-7	-0.5	i	i	i	i	i	i
22. O=C1NC(=S)N(c2ccc(F)cc2)C(=O)/C1=C/c1ccco1
→ 4	i	i	24	-0.5	i	i	i	i	i	i
23. CCC12CN3CCN(CC(C3)/C1=N/NC(=O)c1ccncc1)C2
→ -1	i	i	26	0.0	i	i	i	i	i	i
24. CCCCn1c(O)c(C(C)=Nc2ccc3c(c2)CCC3)c(=O)[nH]c1=O
→ -1	i	i	20	-0.3	i	i	i	i	i	i
25. O=c1c2ccccc2nc(-c2ccccc2)n1-c1ccccc1
→ 10	i	i	1	-0.8	i	i	i	i	i	i
26. CCC(C)NC(=O)CN1C(=O)CN=C(c2ccccc2)c2ccccc21 (stereo not drawn)
→ -11	i	i	-6	1.1	i	i	i	i	i	i
27. C=CCn1c(O)c(/C=N/N2CCOCC2)c(=O)[nH]c1=S
→ -3	i	i	4	-0.2	i	i	i	i	i	i
28. O=C(O)c1ccc(N=Cc2c(O)n(Cc3ccc(F)cc3)c(=O)[nH]c2=O)cc1
→ 20	i	i	-4	0.3	i	i	i	i	i	i
29. CN(C)c1ccc(/C=C2\C(=O)NC(=O)N(CCc3ccc(F)cc3)C2=O)cc1
→ -3	i	i	2	-0.3	i	i	i	i	i	i
30. CC(=O)Nc1ccc(N=Cc2c(O)n(Cc3ccco3)c(=O)[nH]c2=O)cc1
→ -4	i	i	13	-0.8	i	i	i	i	i	i

# Excerpt, compounds 29–30
# Value order – Platelet DG rel	MrgX1 agonist	RGS4 block	SKKanGAS inh	HIF activator	TRPC6 inh	RGS4 act	MrgX1 allo act	TRPC4 inh	TRPC6 act	MrgX1 antag
29. CN(C)c1ccc(/C=C2\C(=O)NC(=O)N(CCc3ccc(F)cc3)C2=O)cc1
→ -3	i	i	2	-0.3	i	i	i	i	i	i
30. CC(=O)Nc1ccc(N=Cc2c(O)n(Cc3ccco3)c(=O)[nH]c2=O)cc1
→ -4	i	i	13	-0.8	i	i	i	i	i	i

# Next section:
# Value order – Platelet DG rel	MrgX1 agonist	RGS4 block	SKKanGAS inh	HIF activator	TRPC6 inh	RGS4 act	MrgX1 allo act	TRPC4 inh	TRPC6 act	MrgX1 antag
31. CC(=NCCC1=CCCCC1)c1c(O)n(-c2ccccc2)c(=O)[nH]c1=O
→ -15	i	i	-1	1.2	i	i	i	i	i	i
32. CCC(=NCCCN1CCOCC1)c1c(O)n(-c2ccccc2C)c(=O)[nH]c1=O
→ -12	i	i	-2	-0.3	i	i	i	i	i	i
33. O=C1CN=C(c2ccccc2)c2ccccc2N1Cc1ccc(C(F)(F)F)cc1
→ -4	i	i	8	0.0	i	i	i	i	i	i
34. COc1ccc(CCn2c(O)c(C=NCCCn3ccnc3)c(=O)[nH]c2=O)cc1OC
→ -2	i	i	-9	0.0	i	i	i	i	i	i
35. CN(C)CP(=O)(Nc1ccccc1)N(C)C (stereo not drawn)
→ -13	i	i	-2	0.2	i	i	i	i	i	i
36. CCOc1ccc2nc(N=Nc3c(O)[nH]c(=O)[nH]c3=O)sc2c1
→ 4	i	i	3	0.0	i	i	i	i	i	i
37. CCOC(=O)C1CCCCC12C(C#N)=C(N)Oc1n[nH]c(C)c12 (stereo not drawn)
→ 4	i	i	-10	-0.3	i	i	i	i	i	i
38. Oc1c(Cl)cc(Cl)cc1CN1CCN(Cc2ccccc2)CC1
→ 2	i	i	3	-0.3	i	i	i	i	i	i
39. CC(=O)N1CC(=O)Nc2ccc(Cl)cc2C1c1ccc(F)cc1 (stereo not drawn)
→ 9	i	i	1	-0.2	i	i	i	i	i	i
40. COc1ccc(C(=O)NC(=S)N2C[C@H]3C[C@H](C2)c2cccc(=O)n2C3)cc1
→ 2	i	i	2	0.0	i	i	i	i	i	i
41. COCCNC(=O)c1c(NC(=O)c2ccc(Br)o2)n(Cc2ccccc2)c2nc3ccccc3nc12
→ 3	i	i	61*	1.8	i	i	i	i	i	i
42. C[N+](C)(N)CCOC(=O)C(O)(c1ccccc1)C1CCCCC1 (stereo not drawn)
→ 2	i	i	-3	0.2	-9.6*	-8.2*	i	i	i	i
43. CCOP(=O)(CN(CC)CCNP(=O)(OCC)OCC)OCC
→ -39	i	i	-2	0.1	i	i	i	i	i	i
44. O=C1C2C3CCC(O3)C2C(=O)N1CCO (stereo not drawn)
→ -6	i	i	5	0.8	i	i	i	i	i	i
45. COc1ccc(-n2c(Cc3cccc([N+](=O)[O-])c3)nc3ccccc3c2=O)cc1
→ -9	i	i	4	0.0	i	i	i	i	i	i
46. COC(=O)c1ccc(N2C(=O)CC(N3CCC(n4c(=O)[nH]c5ccccc54)CC3)C2=O)cc1 (stereo not drawn)
→ -4	i	i	3	0.2	i	i	i	i	i	i
47. O=C1/C(=C/c2cc3c(cc2Cl)OCO3)N2CCC1CC2
→ 27	i	i	-4	0.4	i	i	i	i	i	i
48. CCOC(=O)C1(CCOc2ccccc2)CCN(C(C)CSC)CC1 (stereo not drawn)
→ 2	i	i	-1	0.9	i	i	i	i	i	i
49. c1cncc(C2CCCN2)c1 (stereo not drawn)
→ -2	i	i	4	0.1	i	i	i	i	i	i
50. C[C@]12CC[C@H](O)C[C@@H]1CC[C@@H]1[C@@H]2CC[C@]2(C)C(=O)CC[C@@H]12
→ -6	i	i	-3	-0.3	i	i	i	i	i	i
51. O=C(CN1CC(c2ccccc2)CC1=O)NCc1ccc(F)cc1 (stereo not drawn)
→ -2	i	i	-12	0.0	i	i	i	i	i	i
52. Cc1ccc(N2C(=O)NC(=O)/C(=C\c3ccc([N+](=O)[O-])o3)C2=O)cc1
→ -3	i	i	-3	0.2	i	i	i	i	i	i
53. c1ccc(CC(NCc2ccco2)c2ccccc2)cc1 (stereo not drawn)
→ 9	i	i	9	0.0	i	i	i	i	i	i
54. Cc1ccc(-c2nc3ccccc3c(=O)n2-c2cc(C)ccn2)cc1
→ -9	i	i	-11	1.7	i	i	i	i	i	i
55. O=c1[nH]c2ccccc2c(=O)n1-c1ccc(Cl)cc1Cl
→ 6	i	i	4	-0.6	i	i	i	i	i	i
56. O=c1c2ccccc2nc(-c2cccs2)n1-c1ccccc1
→ -4	i	i	5	0.0	i	i	i	i	i	i
57. CCCCCn1c(=O)c(C(=O)Nc2nc(CC(=O)OCC)cs2)c(O)c2ccccc21
→ -3	i	i	71*	1.1	i	i	i	i	i	i
58. O=C(O)c1ccccc1N=Nc1c(O)[nH]c(=O)[nH]c1=O
→ 1	i	i	-1	-0.1	i	i	i	i	i	i
59. Cc1cc(OCC(=O)N2CCCN(C)CC2)ccc1Cl
→ 22	i	i	-2	1.8	i	i	i	i	i	i
